ERp5 block = ERp5 (human) disulfide isomerase inhibition | Q15084 | ERp5 insulin aggregation, absorbance 650 nm, 90 min | inhibition, % at 9.99 µM | 350,000 tested, 0.05% active | AID 651711;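 active = mean replicate inhibition above about 25%, with every replicate also reaching it, limit read from the data, passing the limit was not always enough; inconclusive = only one of those two criteria met; inactive = neither criterion met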
SIRT5 block = inhibitors of human sirtuin-5 desuccinylase. Q9NXA8. Purified SirT5, succinyl-peptide AMC, trypsin-coupled fluorescence. inhibition, % at 15 µM. 330,000 tested, 1.1% active. AID 652115; in the data active = inhibition above about 15%; inconclusive = no clear call, values can overlap the other calls
Target sequence (Q9NXA8 whole entry, looked up): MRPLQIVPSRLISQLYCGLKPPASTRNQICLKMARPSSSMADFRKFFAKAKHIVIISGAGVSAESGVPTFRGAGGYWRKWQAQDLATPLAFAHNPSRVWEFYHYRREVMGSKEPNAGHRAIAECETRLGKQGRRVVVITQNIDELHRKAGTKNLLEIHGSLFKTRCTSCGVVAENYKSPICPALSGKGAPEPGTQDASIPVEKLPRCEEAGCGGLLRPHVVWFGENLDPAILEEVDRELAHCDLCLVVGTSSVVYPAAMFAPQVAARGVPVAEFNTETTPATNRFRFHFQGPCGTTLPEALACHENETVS
PglD DTNB = PglD (C. jejuni) enzyme inhibition; purified PglD enzyme, DTNB colorimetric CoA detection; inhibition, % at 12.5 µM; 360,000 tested, 0.098% active; AID 602405; in the data active = inhibition above about 16%, passing the limit was not always enough; inconclusive = no clear call, values can overlap the other calls; note: strong numbers were not always called active
DENV2 CPE rescue = DENV2-induced cell death inhibition | DENV2-infected cells, cytopathic effect rescue, plate reader | CPE inhibition, % at 9.99 µM | 350,000 tested, 1.7% active; in the data active = CPE inhibition above about 20%, passing the limit was not always enough; inconclusive = no clear call, values can overlap the other calls; tested in BHK-21 cells;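 note: 0% = median of neutral control wells and 100% = median of positive control wells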
Statin myotox sup = suppression of simvastatin myotoxicity; C2C12 myotubes + simvastatin, ATP luminescence, 48 h; scaled: DMSO 0, geranylgeraniol control 100; rescue of ATP level, % at 7.49 µM; 330,000 tested, 0.78% active; AID 602340;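 active = mean ATP rescue above about 67%, or every replicate alone reaching that limit, limit read from the data, passing the limit was not always enough; inconclusive = no clear call, values can overlap the other calls; inactive = mean under the limit and some replicate under it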;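 note: myotubes were challenged with 10 µM simvastatin during compound exposure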
S100A4 inh HTS = inhibitors of human S100A4 binding to myosin IIA peptide. 360,000 tested, 0.14% active. P26447. inhibition, % at 10.7 µM. S100A4/TAMRA-MyoIIA peptide fluorescence polarization;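 active = mean inhibition of at least 70% across replicates, with every replicate also reaching that level; inconclusive = mean inhibition reaches 70% but some replicates fall short; inactive = mean inhibition below 70%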
Target sequence (P26447 whole entry, looked up): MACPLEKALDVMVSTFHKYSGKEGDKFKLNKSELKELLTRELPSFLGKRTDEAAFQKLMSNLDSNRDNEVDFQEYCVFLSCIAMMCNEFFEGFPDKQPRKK
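Compound dosing: one dose per compound; test system: human S100A4 monomer with TAMRA-labelled myosin IIA peptide; probe or stimulus: TAMRA-labelled myosin IIA heavy-chain peptide probe, 5 nM; medium: HEPES buffer with Ca2+, pH 7.2; schedule: 5 min incubation before reading; benchmarks: neutral control DMSO, positive control TFP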
E-sel inducer = induces E-selectin expression in human endothelial cells; HUVEC E-selectin immunofluorescence imaging; normalized: neutral wells 0, TNF-alpha wells 100; P16581; 260,000 tested, 0.37% active; activation, % at 7.58 µM;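 active = mean E-selectin-positive cell signal at least 10% of the positive control, reached in at least 60% of replicates, without over 20% cell loss; inconclusive = no rule given, readout overlaps actives, possibly toxicity-flagged; inactive = the rest, including those meeting only one limit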;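 note: in these data hits start at about 27%; measured in HUVEC primary endothelial cells; signal is the percent of cells scored E-selectin positive by PE staining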
Target sequence (P16581 whole entry, looked up): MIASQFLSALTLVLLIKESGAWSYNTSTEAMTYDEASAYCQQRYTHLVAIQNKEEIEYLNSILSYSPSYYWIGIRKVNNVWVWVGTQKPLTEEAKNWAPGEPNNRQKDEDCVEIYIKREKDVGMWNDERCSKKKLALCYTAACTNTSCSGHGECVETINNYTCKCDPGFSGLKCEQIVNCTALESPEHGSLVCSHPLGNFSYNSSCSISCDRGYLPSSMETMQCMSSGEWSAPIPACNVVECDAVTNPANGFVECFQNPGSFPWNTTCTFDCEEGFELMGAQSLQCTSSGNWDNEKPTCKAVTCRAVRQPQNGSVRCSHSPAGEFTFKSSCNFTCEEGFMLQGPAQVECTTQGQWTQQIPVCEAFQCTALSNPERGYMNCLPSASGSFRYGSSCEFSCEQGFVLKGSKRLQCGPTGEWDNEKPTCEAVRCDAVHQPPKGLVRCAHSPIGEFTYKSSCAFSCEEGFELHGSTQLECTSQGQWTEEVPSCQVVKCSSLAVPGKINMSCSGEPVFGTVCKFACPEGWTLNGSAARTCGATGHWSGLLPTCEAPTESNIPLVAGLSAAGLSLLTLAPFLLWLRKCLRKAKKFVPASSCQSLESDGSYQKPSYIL
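Read-out basis: % PE-positive cells; Test system: HUVEC primary endothelial cells; Technique: immunofluorescence imaging; Dosing: single-point compound dose.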
Numbers without * were called inactive. Some of the compounds tested; the hit share may differ from the screen's.

Start of the data: the first 2 records, to show the layout:
`CNC(=S)/N=C/NOCc1ccc(Cl)cc1Cl` gave ERp5 block -7, SIRT5 block 2, DENV2 CPE rescue -1 and S100A4 inh HTS 0.
For CCOC(=O)Cc1csc(NC(=O)/C=C\c2ccccc2)n1 the results were ERp5 block 0, SIRT5 block -4, DENV2 CPE rescue 1 and S100A4 inh HTS 0.

This part in full, from the start:
`CNC(=S)/N=C/NOCc1ccc(Cl)cc1Cl` gave ERp5 block -7, SIRT5 block 2, DENV2 CPE rescue -1 and S100A4 inh HTS 0.
For CCOC(=O)Cc1csc(NC(=O)/C=C\c2ccccc2)n1 the results were ERp5 block 0, SIRT5 block -4, DENV2 CPE rescue 1 and S100A4 inh HTS 0.
`O=C(c1ccccc1Sc1ccc([N+](=O)[O-])cc1Cl)N1CCOCC1` gave ERp5 block 0, SIRT5 block -1, DENV2 CPE rescue 3, S100A4 inh HTS -3 and E-sel inducer 4.2.
Screening O=C(CC1C(=O)NCCN1CC1CCCCC1)NCc1ccc(F)cc1F (centres undefined) returned ERp5 block -1, SIRT5 block -1, DENV2 CPE rescue -4, Statin myotox sup 1 and S100A4 inh HTS 5.
`COc1ccc(NC(=O)N(C)C[C@@H]2Oc3c(NC(=O)C4CCCCC4)cccc3C(=O)N([C@H](C)CO)C[C@H]2C)cc1` gave ERp5 block -3, PglD DTNB -3, DENV2 CPE rescue -9, Statin myotox sup 48, S100A4 inh HTS -30 and E-sel inducer -0.3.
For Cc1noc(C)c1NC(=O)Nc1ccc2c(c1)CC(=O)N([C@@H](C)CO)C[C@@H](C)[C@@H](CN(C)S(=O)(=O)c1ccc(Cl)cc1)O2 the results were ERp5 block -3, SIRT5 block 4, PglD DTNB -1, Statin myotox sup 13, S100A4 inh HTS 3 and E-sel inducer 0.0.
NC(=O)c1ccc(NCC2CCCO2)c([N+](=O)[O-])c1 (centres undefined) was read as ERp5 block 5, SIRT5 block 2, PglD DTNB -3, DENV2 CPE rescue -2, Statin myotox sup 2 and S100A4 inh HTS 3.
`O=C(COc1ccc(Br)cc1F)NC1CC1` gave ERp5 block -2, SIRT5 block 1, PglD DTNB -1, DENV2 CPE rescue -1, Statin myotox sup 2, S100A4 inh HTS -4 and E-sel inducer 14.
Screening Cc1ccccc1Cn1cc(CCC(=O)N2CCOCC2)c2ccccc21 returned ERp5 block -1, SIRT5 block -6, PglD DTNB 1, DENV2 CPE rescue 2, Statin myotox sup 1, S100A4 inh HTS 2 and E-sel inducer 6.2.
Screening O=C1CCCC/C1=C/Nc1ccc(C(=O)O)cc1 returned ERp5 block 1, SIRT5 block 4, PglD DTNB -3, DENV2 CPE rescue 5, Statin myotox sup 19 and S100A4 inh HTS -3.
Screening CC(C)COC(=O)N(C)C[C@H]1OCc2ccccc2-c2ccccc2C(=O)N([C@@H](C)CO)C[C@@H]1C returned ERp5 block -2, SIRT5 block 1, PglD DTNB -2, DENV2 CPE rescue 5, Statin myotox sup 10, S100A4 inh HTS 8 and E-sel inducer 0.0.
Cc1cnc(C(=O)N2CCN(S(=O)(=O)c3cc(C(F)(F)F)cc(C(F)(F)F)c3)CC2)cn1 was read as ERp5 block 4, SIRT5 block -3, PglD DTNB -4, DENV2 CPE rescue -5, Statin myotox sup 4, S100A4 inh HTS 0 and E-sel inducer -1.3.
Screening CC(C)C[C@@H](CN1CCC[C@@H]1CN1C(=O)C(=O)NC[C@@H]1Cc1ccccc1)N1C[C@H](Cc2ccccc2)N(CC2CCCCC2)C(=O)C1=O returned ERp5 block 3, SIRT5 block 0, DENV2 CPE rescue 1, S100A4 inh HTS -1 and E-sel inducer 4.2.
Screening Cn1cnc([N+](=O)[O-])c1Sc1nc2ccccc2[nH]1 returned ERp5 block 0, SIRT5 block 9, PglD DTNB 4, DENV2 CPE rescue -1 and S100A4 inh HTS -4.
`CC1(C)CC2(C)OC(=N)C1(C#N)C2(C#N)C#N` (centres undefined) gave ERp5 block 1, SIRT5 block 0, DENV2 CPE rescue 2, S100A4 inh HTS -16 and E-sel inducer -2.1.
`O=C(Oc1c(CN2CCOCC2)cc(Cl)c2cccnc12)c1ccccc1Cl` gave ERp5 block -5, SIRT5 block -1, PglD DTNB 1, DENV2 CPE rescue 1, Statin myotox sup -34, S100A4 inh HTS 1 and E-sel inducer -0.4.
C/C(=N\Nc1ccc([N+](=O)[O-])cc1[N+](=O)[O-])c1ccc(-n2nncc2C(C)(C)C)cc1 was read as ERp5 block 3, SIRT5 block -1, PglD DTNB -1, DENV2 CPE rescue -2, S100A4 inh HTS 7 and E-sel inducer 1.5.
O=C1C(=Nc2cccc(Cl)c2)CC(c2ccc(Cl)cc2)N1c1cccc(Cl)c1 (centres undefined) was read as ERp5 block 2, SIRT5 block -2, PglD DTNB 0, DENV2 CPE rescue 10, Statin myotox sup 22, S100A4 inh HTS 0 and E-sel inducer 6.7.
Screening O=c1c2ccccc2ncn1-c1ccccc1[N+](=O)[O-] returned ERp5 block 0, SIRT5 block 11, PglD DTNB -4, DENV2 CPE rescue 4, Statin myotox sup 18 and S100A4 inh HTS 2.
For COc1cccc(C(=O)N2C[C@H]3[C@@H](c4ccccc42)[C@@H](CO)N3C(=O)c2ccccc2)c1 the results were ERp5 block -1, SIRT5 block -1, PglD DTNB -3, DENV2 CPE rescue 3, Statin myotox sup -11, S100A4 inh HTS -8 and E-sel inducer 0.1.
`NC(=O)c1nc(N2CCOCC2)nc(N2CCOCC2)n1` gave ERp5 block -10, SIRT5 block -1, PglD DTNB -3, Statin myotox sup -15 and S100A4 inh HTS 1.
CCOC(=O)C1=C(CC)Nc2ccccc2N/C1=N\S(=O)(=O)c1ccc2ccccc2c1 was read as ERp5 block -1, SIRT5 block -3, S100A4 inh HTS 4 and E-sel inducer 5.5.
For CN(Cc1ccccc1F)C(=O)CN1C(=O)NC2(CCc3ccccc32)C1=O (centres undefined) the results were ERp5 block 2, SIRT5 block 0, DENV2 CPE rescue -9, S100A4 inh HTS -3 and E-sel inducer 0.0.
Screening O=C(NC1CCCC1)c1cc(-c2cccc(Cl)c2)on1 returned ERp5 block 0, SIRT5 block -1, PglD DTNB 10, DENV2 CPE rescue 9, Statin myotox sup -4 and S100A4 inh HTS -1.
For Cc1nc2c3cc(F)ccc3n(Cc3ccc(F)cc3)c2s1 the results were ERp5 block 0, SIRT5 block 3, DENV2 CPE rescue 1, S100A4 inh HTS 7 and E-sel inducer 1.0.
For CC1(C(=O)NS(=O)(=O)c2cccc(F)c2)CCN1C(=O)Cc1cccs1 (centres undefined) the results were ERp5 block 0, SIRT5 block -1, PglD DTNB 1, DENV2 CPE rescue inconclusive, Statin myotox sup 17 and S100A4 inh HTS 10.
Screening CSc1ncccc1C(=O)N1CCC1(C)C(=O)NC(C)C (centres undefined) returned ERp5 block 0, PglD DTNB 0, DENV2 CPE rescue -5, Statin myotox sup 4, S100A4 inh HTS -1 and E-sel inducer -0.1.
`CN(C(=O)CSc1ncnc2sccc12)C1CCS(=O)(=O)C1` (centres undefined) gave ERp5 block -8, SIRT5 block 3, PglD DTNB -1, DENV2 CPE rescue -4, Statin myotox sup -2 and S100A4 inh HTS 1.
`C[C@@H]1CN([C@@H](C)CO)C(=O)c2cc(NS(=O)(=O)c3cn(C)cn3)ccc2O[C@H]1CN(C)Cc1ccc(C(=O)O)cc1` gave ERp5 block -3, SIRT5 block 3, PglD DTNB 1, DENV2 CPE rescue 3, Statin myotox sup -24 and S100A4 inh HTS -3.
Screening c1ccc(-c2nc(NCCCn3ccnc3)c3ccccc3n2)cc1 returned ERp5 block -1, SIRT5 block 1, DENV2 CPE rescue 1, S100A4 inh HTS 1 and E-sel inducer 7.2.
O=C(CN1C(=O)c2ccccc2C1=O)NC1CCC(O)CC1 (centres undefined) was read as ERp5 block 2, SIRT5 block -4, PglD DTNB 4, DENV2 CPE rescue 2, Statin myotox sup 8 and S100A4 inh HTS -4.
COc1ccc(/C=C2\CCCC3C2=NN(C(=O)c2scnc2C)C3c2ccc(OC)cc2)cc1 (centres undefined) was read as ERp5 block 4, SIRT5 block -2, DENV2 CPE rescue -3 and S100A4 inh HTS -5.
Screening COc1ccc(OC2CCN(S(=O)(=O)c3ccccc3)CC2)cc1 returned ERp5 block -1, SIRT5 block 0, PglD DTNB -3, DENV2 CPE rescue 1, Statin myotox sup 4 and S100A4 inh HTS -3.
Cc1ccc(C(=O)Nc2cccc(S(=O)(=O)N3CCOCC3)c2)cc1[N+](=O)[O-] was read as ERp5 block 8, SIRT5 block -3, PglD DTNB 2, DENV2 CPE rescue 4, S100A4 inh HTS -12 and E-sel inducer 1.4.
Screening COc1ccc(NC(=O)N(C)C[C@@H]2OCc3ccccc3-c3c(n(C)c4ccccc34)C(=O)N([C@H](C)CO)C[C@@H]2C)c(OC)c1 returned ERp5 block -3, SIRT5 block -1, PglD DTNB 2, DENV2 CPE rescue -2, Statin myotox sup 17, S100A4 inh HTS 5 and E-sel inducer -0.7.
Screening CS(=O)(=O)N1CC(=O)N2[C@H](CO)[C@@H](c3ccc(Br)cc3)[C@H]2C1 returned ERp5 block 1, SIRT5 block -1, DENV2 CPE rescue 4, S100A4 inh HTS -8 and E-sel inducer 0.1.
CO[C@@H]1CN(C)C(=O)c2cc(NC(=O)NC3CCCCC3)ccc2OC[C@H](C)N(CC2CCOCC2)C[C@@H]1C was read as ERp5 block 0, PglD DTNB 3, DENV2 CPE rescue 10, Statin myotox sup -5, S100A4 inh HTS 4 and E-sel inducer 0.0.
`CCCNC(=O)N1[C@@H](CO)[C@@H]2c3ccccc3N(C(=O)Nc3cccc(F)c3)C[C@@H]21` gave ERp5 block 4, SIRT5 block -1, PglD DTNB 2, DENV2 CPE rescue 1, Statin myotox sup 9, S100A4 inh HTS 1 and E-sel inducer 0.1.
`Cc1noc(C)c1NC(=O)Nc1cccc2c1O[C@@H](CN(C)C(=O)Nc1cccc3ccccc13)[C@@H](C)CN([C@@H](C)CO)C2=O` gave ERp5 block 4, SIRT5 block 4, PglD DTNB 0, DENV2 CPE rescue -1, Statin myotox sup 12, S100A4 inh HTS 4 and E-sel inducer 0.1.
For CC(C)NC(=O)Nc1ccc2c(c1)CC(=O)N([C@@H](C)CO)C[C@@H](C)[C@@H](CN(C)Cc1ccc(C(=O)Nc3ccccc3N)cc1)O2 the results were ERp5 block 6, SIRT5 block -9, DENV2 CPE rescue 11, S100A4 inh HTS 8 and E-sel inducer 1.1.
COc1ccccc1/C(C)=N/NC(=S)NCc1ccccc1 was read as ERp5 block 2, SIRT5 block 0, DENV2 CPE rescue 2, S100A4 inh HTS 4 and E-sel inducer 0.0.
`CN1CCCC(OC(=O)c2cccc(Br)c2)C1` (centres undefined) gave ERp5 block 1, SIRT5 block -4, PglD DTNB -3, DENV2 CPE rescue 6, Statin myotox sup 1, S100A4 inh HTS -1 and E-sel inducer 0.1.
For O=C(O)C1CC=CCC1C(=O)NCCCN1CCCC1=O (centres undefined) the results were ERp5 block -4, SIRT5 block 1, PglD DTNB 3, DENV2 CPE rescue 7, Statin myotox sup 1, S100A4 inh HTS -4 and E-sel inducer -0.2.
`CCC(=O)N(C)C[C@@H]1Oc2ncc(C#CC3(O)CCCC3)cc2C(=O)N([C@H](C)CO)C[C@@H]1C` gave ERp5 block 1, SIRT5 block -5, PglD DTNB 4, DENV2 CPE rescue -3, Statin myotox sup 21, S100A4 inh HTS -21 and E-sel inducer -0.1.
For COc1c(Cl)cc(C(=O)NN)cc1Cl the results were ERp5 block -2, SIRT5 block 1, DENV2 CPE rescue 3, S100A4 inh HTS 4 and E-sel inducer -0.1.

Screens deposited in PubChem BioAssay by Broad Institute.
